# FBW7 activator: human FBW7 E3 ligase activation, primary screen; normalized activity (activation), % at 26.1 µM; AlphaScreen FBW7–phospho-cyclin E peptide binding, activator screen; hit rate 0.13% among 650,000; AID 1259310; Q969H0; in the data active means normalized activity above about 1.9%;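 further: purified mutant Fbw7 with reduced substrate affinity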
# Target sequence (Q969H0 whole entry, looked up): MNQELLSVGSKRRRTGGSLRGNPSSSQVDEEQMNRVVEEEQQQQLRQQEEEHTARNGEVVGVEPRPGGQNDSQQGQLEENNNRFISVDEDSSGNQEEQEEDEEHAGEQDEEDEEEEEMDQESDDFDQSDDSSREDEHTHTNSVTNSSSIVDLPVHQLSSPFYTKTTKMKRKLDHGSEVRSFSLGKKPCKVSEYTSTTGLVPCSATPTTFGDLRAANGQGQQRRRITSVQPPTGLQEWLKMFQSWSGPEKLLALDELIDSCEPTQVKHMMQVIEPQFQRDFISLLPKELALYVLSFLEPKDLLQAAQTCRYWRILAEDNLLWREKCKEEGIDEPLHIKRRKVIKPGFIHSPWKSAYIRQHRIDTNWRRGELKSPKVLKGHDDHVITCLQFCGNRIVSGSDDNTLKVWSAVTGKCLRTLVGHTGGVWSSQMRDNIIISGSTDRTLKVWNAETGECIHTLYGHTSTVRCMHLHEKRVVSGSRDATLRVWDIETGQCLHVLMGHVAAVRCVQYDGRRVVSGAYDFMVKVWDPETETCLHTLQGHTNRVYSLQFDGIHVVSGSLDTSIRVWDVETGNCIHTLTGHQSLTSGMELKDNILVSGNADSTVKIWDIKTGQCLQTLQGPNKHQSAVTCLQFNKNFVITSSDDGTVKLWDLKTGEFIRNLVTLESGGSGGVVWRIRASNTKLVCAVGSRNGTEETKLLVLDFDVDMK
# MITF primary: human MITF inhibition, primary screen; AlphaScreen MITF homodimerization, bead proximity signal; inhibition, % at 2.6 µM; hit rate 0.91% among 650,000; AID 1259374; in the data active means inhibition above about 50%;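 further: 0% = vehicle wells with protein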
# TEAD-YAP inh: TEAD-YAP interaction inhibition | HEK-TIYL cells, TEAD-Gal4/YAP UAS-luciferase luminescence | inhibition, % at 9.12 µM | hit rate 1.4% among 640,000; in the data active means inhibition above about 32%;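 further: 0% = median of test compound wells and 100% = reference inhibitor wells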
# GPR151 ag: activators of human GPR151. hit rate 1% among 650,000. PathHunter beta-arrestin GPR151 cells, luminescence. Q8TDV0. activation, % at 11.2 µM; in the data active means activation above about 4.9%;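 further: 0% = median of compound wells and 100% = cells with positive control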
# Target sequence (Q8TDV0 whole entry, looked up): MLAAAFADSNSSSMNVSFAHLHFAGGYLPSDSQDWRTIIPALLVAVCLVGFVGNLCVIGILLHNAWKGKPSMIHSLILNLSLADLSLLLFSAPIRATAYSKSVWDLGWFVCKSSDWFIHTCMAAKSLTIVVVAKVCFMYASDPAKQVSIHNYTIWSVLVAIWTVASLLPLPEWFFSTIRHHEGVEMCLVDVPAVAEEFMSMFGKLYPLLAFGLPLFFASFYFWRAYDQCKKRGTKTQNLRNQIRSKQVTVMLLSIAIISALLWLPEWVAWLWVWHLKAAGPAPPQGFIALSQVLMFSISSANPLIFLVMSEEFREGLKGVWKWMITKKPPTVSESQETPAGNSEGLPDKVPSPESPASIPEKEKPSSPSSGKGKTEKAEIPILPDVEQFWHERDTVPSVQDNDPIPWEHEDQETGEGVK
# An asterisk follows results filed as active. This is a random part of the collection. Share with any hit: about 3.4%.
SMILES,FBW7 activator,MITF primary,TEAD-YAP inh,GPR151 ag
Cc1cc(C)n2c(SCC(=O)Nc3nnc(C)s3)nnc2n1,0.2,41,-5,1.1
O=C(c1cc2c(ccc3ccccc32)oc1=O)N1CCOCC1,-0.1,-6,-29,0.3
NNC(=O)c1cc(-c2ccc(F)cc2)nc2ccccc12,-0.1,5,2,6.1*
Cc1nc2cc(-c3ccccc3)nn2c(C)c1CCC(=O)NCCC(C)C,-0.1,12,-5,0.5
COc1ccc(-c2nc3sc(CCNC(=O)c4cc(Cl)ccc4OC)c(C)n3n2)cc1,-0.1,6,-41,-0.4
COc1cc(/C=C2\SC(=Nc3ccccc3)N(c3ccccc3)C2=O)cc(OC)c1O,-0.1,-2,9,0.8
CCn1c(SCC(=O)c2ccc(Cl)cc2)nnc1-c1ccccc1N,0.1,12,3,0.3
CCc1nnc(NS(=O)(=O)c2ccc(NC(=O)c3ccc(OC)cc3)cc2)s1,-0.1,1,1,0.1
COc1ccc(OC)c(Nc2ncnc3c2cnn3-c2ccc(F)cc2)c1,-0.3,-13,7,0.9
Cc1ccc(C)c(N(C)S(=O)(=O)c2ccc3[nH]cc(C(=O)NCCCN4CCOCC4)c(=O)c3c2)c1,-0.4,26,5,0.1
O=C(CCCNC(=O)Cn1cnc2sc3c(c2c1=O)CCCC3)NCc1ccc(F)cc1,-0.1,-7,7,4.1
COc1ccc(C(=O)n2nc(C)c(S(=O)(=O)N3CCCCC3)c2C)cc1OC,0.0,18,-1,0.2

# 2 entries drawn at random from the list so far:
SMILES,FBW7 activator,MITF primary,TEAD-YAP inh,GPR151 ag
COc1cc(/C=C2\SC(=Nc3ccccc3)N(c3ccccc3)C2=O)cc(OC)c1O,-0.1,-2,9,0.8
O=C(CCCNC(=O)Cn1cnc2sc3c(c2c1=O)CCCC3)NCc1ccc(F)cc1,-0.1,-7,7,4.1

# Next part:
SMILES,FBW7 activator,MITF primary,TEAD-YAP inh,GPR151 ag
Cc1ccccc1NCC(=O)N/N=C/c1cc([N+](=O)[O-])cc([N+](=O)[O-])c1O,-0.1,-4,6,0.6
Cc1cc2c(cc1S(=O)(=O)CCC(=O)N(C)Cc1ccccc1)OCC(=O)N2,0.5,3,4,-1.3
Cc1ccc(Cl)cc1NC(=O)CS(=O)(=O)c1nc2ccc(NC(=O)c3ccccc3Br)cc2s1,0.1,5,0,1.0
O=C(CSc1nnnn1-c1ccc(F)cc1)c1ccc(F)cc1,0.0,-5,-13,1.2
CCOC(=O)C1=C(c2ccccc2)N=c2s/c(=C\c3ccc4c(c3)OCO4)c(=O)n2C1c1ccc(OC)cc1 (stereo unspecified),0.3,2,5,0.4
c1nc(NC2CCCCC2)c2c3c(sc2n1)CCCCC3,0.0,-6,3,0.4
Cc1nc2c(-c3ccc(F)cc3)c(C)nn2c(C)c1CCC(=O)NCc1ccccc1,0.0,-3,-5,0.4
Cc1ccc(S(=O)(=O)N2CCN(c3nc(-c4ccccc4)cs3)CC2)cc1,-0.1,-3,1,1.1
COc1ccc(NC(=O)NC(C)c2ccncc2)cc1OC (stereo unspecified),-0.1,24,2,-1.0
CCSCCOC(=O)C1=C(C)NC2=C(C(=O)CC(C)(C)C2)C1c1ccc2c(c1)OCO2 (stereo unspecified),0.2,9,0,2.7
Cc1noc(-c2ccccc2)c1NC(=O)N1CCOCC1,0.0,-4,-5,0.6
CN1CCC=C(Cc2n[nH]c(=O)c3ccccc23)C1,-0.3,-7,5,-0.7

# Limited to MITF primary, for 3 of the compounds above:
Molecule | MITF primary
Cc1cc2c(cc1S(=O)(=O)CCC(=O)N(C)Cc1ccccc1)OCC(=O)N2 | 3
Cc1ccc(Cl)cc1NC(=O)CS(=O)(=O)c1nc2ccc(NC(=O)c3ccccc3Br)cc2s1 | 5
O=C(CSc1nnnn1-c1ccc(F)cc1)c1ccc(F)cc1 | -5

# (cont.)
SMILES,FBW7 activator,MITF primary,TEAD-YAP inh,GPR151 ag
Cc1nn(C)c(C)c1C(C)NC(=O)c1cc(Cc2ccc(F)cc2)no1 (stereo unspecified),0.0,-8,-48,-0.9
Cc1ccc(Nc2nc(-c3c(C)nc4sccn34)cs2)c(C)c1,-0.1,-3,50*,0.8
COc1ccc2c(Cl)c(C(=O)O)sc2c1,0.0,1,1,2.1
O=C(CNC(=O)c1ccc(Cl)cc1)N/N=C/c1ccccc1Cl,0.0,4,8,0.3
COc1ccc(C(=O)NNC(=O)CN(C)S(=O)(=O)c2ccc3ccccc3c2)cc1,0.6,17,13,3.5
Cc1cccc2nc(CSc3ncc(C#N)c(N)n3)cc(=O)n12,0.0,-8,-10,0.3
COCC(=O)NC(CC(C)C)c1nnc2n1CCN(Cc1cc(C)cc(C)c1)CC2 (stereo unspecified),-0.1,0,2,-0.4
CN(C)CC(C)(O)c1ccc2c(c1)CN(Cc1ccc(C#CC(C)(C)O)cc1)CCO2 (stereo unspecified),0.1,4,7,1.2
COCCCN1C(=O)CC(CC(=O)N(C)C(C)c2ccon2)(c2ccccc2Cl)C1=O (stereo unspecified),0.1,11,5,1.4
Cc1ccc(C)c(C2C(C#N)=C(N)SC(N)=C2C#N)c1,-0.4,9,-3,-1.1
CC(=O)c1ccc(NCn2nnc3ccccc32)cc1,0.1,8,-37,-0.3
Cc1ccc(-c2csc(=Nc3cccc(C(F)(F)F)c3)n2CCO)cc1C,-0.2,13,6,1.4
CC(C)=C(NC(=O)c1ccccc1)C(=O)N/N=C/c1ccc(O)cc1O,-1.8,-6,1,-0.3
O=C1CC(c2ccc(S(=O)(=O)Nc3cc(C(F)(F)F)ccc3Cl)cc2)CN1 (stereo unspecified),0.1,0,7,-0.4
CC[C@@H]1NC(=O)[C@@H]2C[C@H](NC(=O)Oc3ccc(C)cc3)CN2C1=O,0.1,3,2,-0.9
CCOC(=O)C1=C(CN2CCCCCC2)NC(=O)NC1c1cc(C)ccc1C (stereo unspecified),-0.2,6,12,0.2
COc1ccc2nc(C3CCN(Cc4cccc(C#N)c4)CC3)[nH]c2c1,-0.1,2,-9,2.5
CCC(=O)N(Cc1cc2cccc(C)c2n2nnnc12)C1CCCC1,0.0,-7,-2,0.2
Cc1ccc(CNC(=O)CCc2nnc(Cc3ccc4c(c3)OCO4)o2)s1,0.1,7,8,-0.8
O=C(c1ccco1)N1CCN(C(=O)C2CC(Cc3ccccc3)=NO2)CC1 (stereo unspecified),0.1,4,-17,-1.4
CCN(CC)C(=O)CSc1nnc2c3ccccc3nc(C(C)(C)C)n12,1.2,11,-2,-1.2
Cc1ccc2nc3c(cc(C#N)c(=O)n3-c3ccc(C)c(Cl)c3)c(=O)n2c1,0.2,9,4,-1.0
O=C1CCC(C(=O)OCc2nc3ccccc3s2)N1 (stereo unspecified),-0.1,-3,-11,1.6
CCC(CC)(C(=O)O)C(=O)Nc1ccc(SC(F)F)cc1,0.2,13,-17,1.0
O=C(CN(C(=O)c1csnn1)c1cccc(C(F)(F)F)c1)NCc1ccccc1,0.0,-12,-11,-0.1
C/C(CC(=O)Nc1ccc2c(c1)OCCO2)=N\NC(=O)C(=O)Nc1cccc(C)c1,-0.2,0,-20,-0.2
O=C(COC(=O)CSc1ccc(Cl)cc1)Nc1ccc2[nH]c(=O)[nH]c2c1,0.3,-4,-3,-0.3
O=C1OC(c2ccc([N+](=O)[O-])cc2Cl)=N/C1=C\c1cccc(Br)c1,0.0,-3,2,1.5
CCC(C)NCCOc1ccc(OC)cc1 (stereo unspecified),0.0,4,0,0.0
CC(C)(C)c1ccc(NC(=O)C(=O)C2C(=O)Nc3ccccc32)cc1 (stereo unspecified),0.2,2,2,0.0
C=CCOC(=O)N1CCC(C(=O)NC(c2ccccc2)c2ccsc2)CC1 (stereo unspecified),0.0,14,4,1.8
CC(CCC(=O)NC1CCCCC1)C(=O)O (stereo unspecified),0.5,6,-8,-0.8
CCc1cc(=O)n(CC(=O)Nc2cc(C)cc(C)c2)c(-n2nc(C)cc2C)n1,0.1,8,4,-0.2
CSc1nc2ccc(NC(=O)c3sc4nc5n(c(=O)c4c3C)CCC5)cc2s1,-0.1,-4,-3,-0.3
O=C(NCCOc1ccc(F)cc1)c1cccnc1,0.2,13,-29,-3.3
CC(C)(C)c1ccc(C(=O)CCC(=O)OCC(=O)Nc2sccc2C#N)cc1,-0.1,1,-13,-1.3
CC(C)n1cnc2c(NCCCN3CCCC3=O)nc(Nc3ccccn3)nc21,0.0,-17,6,0.9
CCOC(=O)c1c(C)n(-c2ccccc2)c2c1cc(OC(=O)c1cccc(OC)c1)c1ccccc12,0.1,5,-8,1.3
CCCCN(CCCC)CC(O)COc1ccccc1[N+](=O)[O-] (stereo unspecified),0.0,-7,1,1.7
COCCCNC(=O)C(=O)NC1CCCCCC1,0.2,-7,-1,0.8
COc1cc(C(=O)Nc2c3c(nn2-c2ccc(Cl)cc2)CS(=O)(=O)C3)cc(OC)c1OC,0.4,12,4,-1.5
COC(=O)c1cccnc1N,0.0,-2,5,0.8
Cn1c(=O)cc(N2CCCCC2)[nH]c1=O,0.0,-9,4,1.3
CC1CCCC(NC(=O)CN2C(=O)COc3ccc(C(C)(C)C)cc32)C1C (stereo unspecified),0.2,0,8,-1.1
CCOC(=O)C1=C(N)OC2=C(C(=O)CC(C)(C)C2)C1c1ccccc1OCC#N (stereo unspecified),0.5,0,2,-0.7
COc1cc(C(=O)Oc2ccc3cc(-c4ccccc4)c(=O)oc3c2)cc(OC)c1OC,0.2,14,18,-2.0
O=C(OCC(F)(F)F)c1nsc(Cl)c1Cl,0.1,5,8,-1.3
CCOc1ccc(OCC)c(NS(=O)(=O)c2c(C)[nH]c(=O)[nH]c2=O)c1,0.0,-1,4,-1.5
CCOc1ccc(C(=O)Nn2cc(C(=O)OC)c3ccccc3c2=O)cc1,-0.1,8,7,0.4
O=C(/C=C/c1cccs1)Nc1cccc2c1C(=O)NC2=O,0.1,8,-16,-0.7
O=c1/c(=C/c2cccc([N+](=O)[O-])c2)sc2nc(-c3ccc(F)cc3)nn12,0.0,5,-6,1.4
CC(C)CCCC(C)C1CCC2C3CC=C4CC(SC(=O)Oc5ccc([N+](=O)[O-])cc5)CCC4(C)C3CCC12C (stereo unspecified),-0.1,2,-8,-0.6
CCc1nc2ccccc2n1S(=O)(=O)c1ccc(C)c([N+](=O)[O-])c1,0.7,-4,3,0.2
C=CCc1cc(/C=C2\C(=O)NC(=O)N(c3cccc([N+](=O)[O-])c3)C2=O)cc(OCC)c1O,0.1,3,11,3.0
Cc1cccc(C(=O)Nc2sc3c(c2C(=O)N2CCOCC2)CCCC3)c1,0.2,8,-3,0.4
Cc1cccn2c(=O)c(C=Nc3ccc([N+](=O)[O-])cc3Cl)c(NCc3ccco3)nc12,0.0,-2,10,-0.5
CCCCN1C(=O)c2c(Oc3cccc(Cl)c3)cc([N+](=O)[O-])cc2Oc2ccccc21,-0.1,4,2,-1.4
CC1CCC(NC(=O)CCCCCn2c(=S)[nH]c3cc4c(cc3c2=O)OCO4)CC1 (stereo unspecified),-0.1,5,5,-0.2
O=c1oc(-c2ccc([N+](=O)[O-])cc2)nc2ccc(O)cc12,-0.5,47,0,-4.4
Cc1cc(NS(=O)(=O)c2ccc(NC(=O)C(CC(C)C)N3C(=O)c4ccccc4C3=O)cc2)nc(C)n1 (stereo unspecified),-0.1,4,2,-0.1

# Entries of single compounds as entered above. Screens in order: FBW7 activator, MITF primary, TEAD-YAP inh, GPR151 ag
# Results for `Cc1cc2c(cc1S(=O)(=O)CCC(=O)N(C)Cc1ccccc1)OCC(=O)N2` = 0.5, 3, 4, -1.3
# Results for `Cc1nc2cc(-c3ccccc3)nn2c(C)c1CCC(=O)NCCC(C)C` = -0.1, 12, -5, 0.5
# Results for `O=C(CN(C(=O)c1csnn1)c1cccc(C(F)(F)F)c1)NCc1ccccc1` = 0.0, -12, -11, -0.1
# Results for `O=C(/C=C/c1cccs1)Nc1cccc2c1C(=O)NC2=O` = 0.1, 8, -16, -0.7

# Next results
SMILES,FBW7 activator,MITF primary,TEAD-YAP inh,GPR151 ag
Cc1cc([N+](=O)[O-])ccc1-n1c(=O)c(C#N)cc2c(=O)n3ccccc3nc21,-0.1,7,-7,0.2
CCN(CC)CC(=O)Nc1ccc(C)cc1Br,-0.3,13,13,0.7
Cc1ccc(-c2nnc(SCC(=O)N3CCOCC3)o2)cc1,-0.5,-3,-68,-1.2
O=C(NCc1ccccc1)c1ccnc(N2CCCC2CO)c1 (stereo unspecified),0.0,5,3,0.3
CCOCCCNC(=O)c1ccc2c(c1)ncn2-c1cccc(F)c1,0.1,-6,-13,0.2
CCOc1cccc(C2CC(c3cccc(Br)c3)=NC(c3cccc(OC)c3)N2)c1O (stereo unspecified),-0.1,0,-1,-1.7
N=C1C(c2ccc(F)cc2)=C(O)CN1c1ccccc1,0.0,13,2,0.5
CCOc1ccc(-n2c(SCC(=O)c3ccccc3)nc3c(sc(=S)n3-c3ccc(CC)cc3)c2=O)cc1,-0.2,1,1,-0.3
CCCCNc1c(Cl)c(Cl)nc(Cl)c1C(=O)O,0.0,0,-4,0.2
COc1ccc(-c2nc3cc(NC(=O)C4CCCCC4)ccc3o2)cc1OC,-0.2,10,2,-0.3
Cc1cc(=O)n(CC=C(Cl)Cl)c2ccccc12,-0.2,-15,-10,0.5
COc1ccc(CC(=O)N2CCN(c3ccccc3F)CC2)cc1OC,-0.2,-7,3,0.4
COc1ccc(C2CC(=O)C3=C(C2)NC(=O)CC3c2cc(OC)ccc2OC)cc1 (stereo unspecified),-0.1,18,-4,1.4
O=C(c1ccc2c(=O)n(Cc3ccc(Cl)cc3)c(=S)[nH]c2c1)N1CCN(C2CCCCC2)CC1,0.1,9,-7,-0.2
CCOCCCn1c(=S)[nH]c2cc(OC)c(OC)cc2c1=O,0.2,1,3,1.7
COc1ccc(C2C(C#N)=C(N)N(c3cc(C(F)(F)F)ccc3Cl)C3=C2C(=O)CCC3)cc1 (stereo unspecified),-0.1,5,-5,-1.2
